CendR NRP1 mod: modulators of CendR peptide binding to human neuropilin-1 | O14786 | FAM-RPARPAR peptide binding to NRP-1, fluorescence polarization | inhibition, % at 25 µM | 360,000 tested, 0.85% active | AID 602438;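 active means inhibition or corrected inhibition above about 18%, plus a signal ratio from 0.5 to 1.5, limit read from the data, passing the limit was not always enough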; further: strong numbers were not always called active
SUMO1-SIM PPI: SUMO1-SIM interaction modulation; 360,000 tested, 0.33% active; SUMO1 binding to a labelled peptide, TR-FRET, 1 h; inhibition, % at 20 µM; P63165; in the data active means inhibition above about 37%
DNMT1 inh: inhibitors of human DNMT1. P26358. DNMT1 molecular beacon, Hinp1I cleavage, fluorescence. inhibition (reported as % activation of signal), % at 10 µM. 360,000 tested, 0.83% active. AID 588458; in the data active means inhibition above about 50%
MsrA inh: inhibits bovine methionine sulfoxide reductase A. 360,000 tested, 0.75% active. inhibition, % at 15.5 µM. AID 651718. purified bovine MsrA, absorbance read-out; in the data active means inhibition above about 4.5%;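 further: 0% = vehicle wells with enzyme and 100% = reference inhibitor wells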
STEP inh: blocks human striatal-enriched tyrosine phosphatase | P54829 | recombinant STEP, OMFP fluorogenic substrate, fluorescence | inhibition, % at 20 µM | 360,000 tested, 0.25% active;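 active means inhibition at 20 µM, scaled per plate between control wells, above about 37%, limit read from the data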;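 further: 0% = DMSO with enzyme and substrate and 100% = substrate only without enzyme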
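System: STEP (striatal-enriched tyrosine phosphatase) enzyme, cell-free; medium: Bis-Tris pH 6.0 buffer with DTT, detergent; dosing: 20 µM, 1% DMSO; times: reaction 20 min, ambient temperature; detection: fluorescence, 480/540 nm; read-out basis: normalized % inhibition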
Scp-1 inhibitor: Scp-1 (human) phosphatase inhibition; 340,000 tested, 0.88% active; inhibition, % at 20 µM; Q9GZU7; Recombinant Scp1, phosphopeptide, malachite green phosphate absorbance;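 active means inhibition above about 50% at 20 µM, limit read from the data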;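 further: plate controls were DMSO wells with enzyme for no effect and wells lacking enzyme for full effect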
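Material: truncated SCP-1 phosphatase (76-261aa) / Buffer or medium: 50 mM Tris acetate pH 5.5, 0.005% Tween-20, 10 mM MgCl2 / Compound dosing: one concentration, 20 µM, with 1.0% DMSO / Incubation: 45 min room-temperature reaction, 5 min colour, 30 min stabiliser / Detection: colorimetric free-phosphate detection, absorbance 630 nm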
TbMetRS inhib: Trypanosoma brucei MetRS inhibition; 360,000 tested, 0.4% active; purified T. brucei MetRS, ATP depletion, Kinase-Glo luminescence; inhibition, % at 11.9 µM;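 active means inhibition above a per-plate cutoff of the control wells' mean inhibition plus 3 SD, cut at about 5.5% in these data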;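 further: 0% = DMSO wells median and 100% = median of wells with control inhibitor compound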
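Assay system: T. brucei methionyl-tRNA synthetase, purified | Medium: HEPES buffer with MgCl2, KCl, DTT, spermine, BSA, pyrophosphatase | Compound: 11.9 µM single point | Incubation: 15 min enzyme-compound preincubation, 2 h reaction, 10 min detection, 25 °C | Measured by: Kinase-Glo luciferase luminescence reporting remaining unconsumed ATP | Measure: % inhibition normalized to control-well medians | Replication: Singlicate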
E coli Lon inh: E. coli protease La inhibition. purified E. coli Lon protease, fluorescence polarization. inhibition, % at 7.94 µM. 360,000 tested, 0.42% active. AID 602123; in the data active means inhibition above about 13%, passing the limit was not always enough;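 further: 0% = enzyme with probe and DMSO and 100% = no enzyme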
Target sequence (P0A9M0 whole entry, looked up): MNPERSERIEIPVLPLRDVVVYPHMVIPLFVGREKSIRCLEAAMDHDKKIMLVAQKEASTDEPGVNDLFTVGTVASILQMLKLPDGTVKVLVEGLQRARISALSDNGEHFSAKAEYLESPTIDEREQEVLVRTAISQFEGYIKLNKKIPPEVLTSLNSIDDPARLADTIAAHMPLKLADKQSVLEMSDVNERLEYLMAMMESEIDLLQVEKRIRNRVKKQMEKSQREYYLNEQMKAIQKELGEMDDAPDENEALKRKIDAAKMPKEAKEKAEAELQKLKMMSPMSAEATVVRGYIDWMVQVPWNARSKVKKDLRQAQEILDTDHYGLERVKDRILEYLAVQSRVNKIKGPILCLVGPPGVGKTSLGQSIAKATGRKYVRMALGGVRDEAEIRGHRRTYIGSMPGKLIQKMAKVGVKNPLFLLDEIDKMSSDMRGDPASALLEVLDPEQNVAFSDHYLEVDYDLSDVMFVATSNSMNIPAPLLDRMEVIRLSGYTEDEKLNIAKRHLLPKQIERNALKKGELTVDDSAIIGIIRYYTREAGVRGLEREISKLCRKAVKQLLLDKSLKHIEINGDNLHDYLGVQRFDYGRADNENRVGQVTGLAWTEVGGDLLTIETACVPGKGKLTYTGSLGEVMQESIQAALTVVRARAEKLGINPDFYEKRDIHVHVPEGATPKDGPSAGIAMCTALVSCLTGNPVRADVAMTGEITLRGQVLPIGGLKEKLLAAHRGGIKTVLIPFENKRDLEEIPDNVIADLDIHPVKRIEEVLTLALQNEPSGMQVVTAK
LMPTP block: blocks human LMPTP phosphatase | P24666 | recombinant LMPTP-A, OMFP fluorogenic substrate, fluorescence intensity | inhibition, % at 20 µM | 360,000 tested, 0.22% active | AID 651560;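 active means compounds that cut the enzyme signal by at least half of the control window in the single-dose screen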;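 further: plate controls were DMSO wells with enzyme plus substrate for no effect and substrate without enzyme for full effect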
Target sequence (P24666 whole entry, looked up): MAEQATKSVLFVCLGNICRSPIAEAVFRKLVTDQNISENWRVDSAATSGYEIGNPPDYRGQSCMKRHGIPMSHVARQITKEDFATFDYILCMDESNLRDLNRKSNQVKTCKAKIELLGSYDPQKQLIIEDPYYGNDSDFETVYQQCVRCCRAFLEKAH
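Test system: LMPTP-A phosphatase enzyme; input: 0.625 nM LMPTP-A final; reagent: OMFP substrate, 400 µM final; compound dosing: 20 µM single dose, 3% DMSO; incubation: 50 min dark incubation at room temperature; measured by: endpoint fluorescence intensity from OMFP dephosphorylation; measure: % inhibition relative to no-enzyme and uninhibited control wells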
bovine MsrA act: bovine methionine sulfoxide reductase A activation; purified bovine MsrA, absorbance read-out; activation, % at 10.6 µM; 360,000 tested, 0.3% active; AID 602163; in the data active means activation above about 7.5%;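 further: 0% = vehicle and 100% = reference activator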
The depositor's hits bear a star; . = no result given.

[1] Cc1cc(NC(=O)COC(=O)CSc2nc3cc(Cl)ccc3n2Cc2ccccc2)no1
[2] CC(=O)c1cccc(-c2ccnc3c2CC(C(=O)N2CCN(C)CC2)O3)c1 (stereo not drawn)
[3] O=C(Nc1cccc(F)c1)C1CCN(C(=O)Cc2ccccc2)CC1
[4] Cc1cc(C)nc(N/N=C/c2cccc(Cl)c2)n1
[5] O=S(=O)(N1CCCCC1)N1CCNCC1
[6] COc1ccc(-c2nnc(SCC(=O)c3ccc(C)o3)o2)cc1
[7] COc1ccc(N2CC(C(=O)Nc3nnc(SCC(=O)c4ccccc4)s3)CC2=O)cc1 (stereo not drawn)
[8] CCOc1ccccc1C1C2=C(COC2=O)Nc2cc3c(cc21)OCO3 (stereo not drawn)
[9] Cc1ccc(NC(=O)Cc2ccsc2)cc1S(=O)(=O)N1CCOCC1
[10] CC(C)Oc1cc(O)c2c(=O)c(-c3ccc(O)cc3)coc2c1

Assay by compound	1	2	3	4	5	6	7	8	9	10
CendR NRP1 mod	-3	4	6	2	0	14	-8	2	-4	2
SUMO1-SIM PPI	-2	-4	3	-4	4	-8	2	4	4	7
DNMT1 inh	-2	-5	-1	-9	-2	2	-10	-2	-3	-5
MsrA inh	0.6	1.1	0.6	2.2	-1.6	-0.6	-0.1	2.2	3.3	-0.9
STEP inh	1	-2	-1	-1	2	-2	0	9	-2	-1
Scp-1 inhibitor	-2	.	0	-17	-1	-11	-7	2	3	-15
TbMetRS inhib	-0.2	-0.4	-0.6	-1.0	-0.3	-0.6	-1.1	0.1	-0.2	-0.4
E coli Lon inh	-1	-5	10	-1	-11	-10	-1	6	-16	-6
LMPTP block	1.9	-2.3	1.6	0.4	-0.9	-0.4	2.5	-2.3	-1.8	2.9
bovine MsrA act	-8	-6	0	-5	-2	0	-9	-3	-5	-1

[11] COc1ccc(Cc2nnc(NC(=O)c3ccccc3C)s2)cc1
[12] COCCNC(=O)NC(=O)COC(=O)C12CC3CC(CC(NC(C)=O)(C3)C1)C2
[13] Cc1ccccc1-c1cc2nc(-c3ccc([N+](=O)[O-])cc3)cc(=O)n2[nH]1
[14] Cc1ccc(CNC(=O)C(=O)NCC2CCCN2S(=O)(=O)c2cccs2)cc1 (stereo not drawn)
[15] Cc1c(NC(=O)C2CC=CCC2C(=O)O)c(=O)n(-c2ccccc2)n1C (stereo not drawn)
[16] Cc1cc(NC(=O)Cc2ccccc2[N+](=O)[O-])no1
[17] CCOC(=O)Cn1c(C)[n+](C)c2cc(Cl)c(Cl)cc21
[18] COc1ccccc1N1CCN(C(=O)/C=C/c2cccs2)CC1
[19] COc1cc(Cn2nnc3ccccc32)cc(Br)c1O
[20] Cc1ccc(-c2nnn(CC(=O)N(c3ccccc3)C(C(=O)NCC3CCCO3)c3ccc(F)cc3)n2)o1 (stereo not drawn)

Assay by compound	11	12	13	14	15	16	17	18	19	20
CendR NRP1 mod	-3	14	-2	-1	10	3	-8	-9	23*	2
SUMO1-SIM PPI	4	0	-1	1	5	-8	0	-10	5	2
DNMT1 inh	13	2	0	-1	28	0	3	1	14	45
MsrA inh	-0.9	0.8	0.8	-0.3	0.4	1.8	0.0	0.3	-0.8	2.2
STEP inh	-3	4	14	1	2	1	1	-2	0	1
Scp-1 inhibitor	0	-7	30	-6	28	-10	-6	-6	-4	-4
TbMetRS inhib	-1.1	-0.3	0.2	-0.3	-0.5	-0.3	-0.6	0.0	-0.7	0.1
E coli Lon inh	1	-2	4	-2	4	-7	8	-3	1	-9
LMPTP block	-0.9	-1.1	12	0.5	1.0	-1.5	-0.7	-1.9	-6.6	0.1
bovine MsrA act	-14	-4	-10	-2	1	0	-3	-5	-2	-4

As a short view, some entries already given.
[19] COc1cc(Cn2nnc3ccccc32)cc(Br)c1O
[20] Cc1ccc(-c2nnn(CC(=O)N(c3ccccc3)C(C(=O)NCC3CCCO3)c3ccc(F)cc3)n2)o1 (stereo not drawn)

Assay by compound	19	20
CendR NRP1 mod	23*	2
SUMO1-SIM PPI	5	2
DNMT1 inh	14	45
MsrA inh	-0.8	2.2
STEP inh	0	1
Scp-1 inhibitor	-4	-4
TbMetRS inhib	-0.7	0.1
E coli Lon inh	1	-9
LMPTP block	-6.6	0.1
bovine MsrA act	-2	-4

Other structures follow.
[21] Cc1ccc(-n2c(SCc3cn4ccsc4n3)nc3ccccc3c2=O)cc1
[22] CCOC(=O)c1ccc(NC(=O)CCS(=O)(=O)c2ccc(Br)s2)cc1
[23] Cc1cc(C)c[n+](-c2nc3ccccc3nc2[N-]S(=O)(=O)c2ccc(Cl)cc2)c1
[24] Cc1cc(C)n2ncc(C(=O)NCc3ccc(Cl)cc3)c2n1
[25] COc1ccc(S(=O)(=O)N2CCC(C(=O)N[C@@H](C)C(=O)NCc3ccccn3)CC2)cc1
[26] Cc1cc(C)c(NC(=O)CN2CCN(C)CC2)c(C)c1
[27] CCc1ccccc1NC(=O)Cn1nnc(C(=O)NCc2cccs2)c1N
[28] COc1cc(/C=N/NC(=O)c2ccccc2)ccc1OS(=O)(=O)c1ccccc1
[29] Cc1ccc(S(=O)(=O)Nc2c(C)cc(C)nc2Cl)cc1
[30] COc1ccc2c(c1)CC/C(=C\C=C\c1ccccc1)C2=O

Assay by compound	21	22	23	24	25	26	27	28	29	30
CendR NRP1 mod	24	-3	4	1	1	-8	-4	2	12	-8
SUMO1-SIM PPI	-1	2	-12	4	3	1	-1	-5	2	-3
DNMT1 inh	-5	0	7	-5	0	0	14	-3	-2	-13
MsrA inh	0.7	0.6	0.4	-0.6	-0.5	0.8	-0.7	0.5	0.6	1.6
STEP inh	2	1	-2	0	-2	-2	-2	2	-3	1
Scp-1 inhibitor	-5	-4	-8	-3	.	0	-8	-8	-13	-13
TbMetRS inhib	-0.3	-0.1	0.1	-0.3	-0.1	-0.8	-0.7	-0.5	-0.3	1.2
E coli Lon inh	2	14	1	2	-10	1	0	-4	7	1
LMPTP block	4.4	0.0	-1.0	-1.9	-0.2	-2.2	1.1	1.3	-0.8	5.3
bovine MsrA act	-1	-2	-3	-10	0	-3	-5	-3	-1	-2

[31] COc1ccc(/C=C2\CCC(C3CCCC3)C2=O)cc1 (stereo not drawn)
[32] CCOc1ccc(CN2CCNC(=O)C2CC(=O)NC2CCCCCC2)cc1 (stereo not drawn)
[33] CCOc1ccc(NC(=O)CC2C(=O)N(c3ccccc3)C(=O)N2Cc2ccco2)cc1 (stereo not drawn)
[34] CCc1ccc(C(=O)c2oc3nc(C)cc(C)c3c2N)cc1
[35] O=C1NC[C@@H](CCCCN2CCN(Cc3ccccc3)C(=O)C2=O)N(CCC2CCCCC2)C1=O
[36] Cc1ccc(NC(=O)CN2C(=O)NC3(CCC(C)CC3)C2=O)c(Cl)c1 (stereo not drawn)
[37] COc1ccc(CCN2C(=O)NC(NS(=O)(=O)c3ccc(N)cc3)(C(F)(F)F)C2=O)cc1OC (stereo not drawn)
[38] Cc1ccc(NC(=O)c2ccc(F)c(S(=O)(=O)N3CCOCC3)c2)cc1F
[39] CCCCOc1ccc(C(=O)N2CC(C)OC(C)C2)cc1 (stereo not drawn)
[40] Cc1cccc(C)c1NC(=O)CSc1nnc(-c2ccoc2C)n1C

Assay by compound	31	32	33	34	35	36	37	38	39	40
CendR NRP1 mod	12	6	1	-6	-7	-8	0	5	0	-39
SUMO1-SIM PPI	-2	-1	1	-21	0	3	1	0	3	-4
DNMT1 inh	1	-8	-1	-4	.	0	2	-1	-1	-3
MsrA inh	2.3	0.5	-0.5	-0.6	3.0	-0.8	-0.1	-0.5	0.3	0.2
STEP inh	1	-3	4	7	.	-1	1	0	-2	-4
Scp-1 inhibitor	-3	-5	5	-4	.	-5	-3	-2	6	0
TbMetRS inhib	-1.4	-0.2	-0.8	-0.2	-1.2	-1.1	-0.3	-1.1	-0.8	-0.2
E coli Lon inh	3	-14	3	1	4	4	-1	3	-3	2
LMPTP block	-0.8	-0.9	0.0	0.7	-3.0	-0.4	-2.0	0.1	0.2	-1.5
bovine MsrA act	-2	-2	-7	2	-6	-3	2	-15	-8	1

[41] Cn1c(N)c(C(=O)COC(=O)c2ccc(-c3ccccc3)cc2)c(=O)n(C)c1=O
[42] CC(C)(C)SCCNC(=O)/C=C/c1ccc([N+](=O)[O-])cc1
[43] COc1cc(C=Nc2cccc([N+](=O)[O-])c2C)ccc1OC(C)=O
[44] Cc1cc(F)ccc1NCc1cccnc1
[45] O=C(Cc1ccc([N+](=O)[O-])cc1)N1CCCCCC1
[46] CC(=O)c1sc(NC(=O)C2CCN(C(=O)c3ccccc3C)CC2)nc1-c1ccccc1
[47] COc1cc(/C=N/NC(=O)c2cnccn2)cc(OC)c1OC
[48] CC(C)CC(N)c1csc(NC(=O)Nc2ccccc2-c2ccccc2)n1 (stereo not drawn)

Assay by compound	41	42	43	44	45	46	47	48
CendR NRP1 mod	0	4	-4	7	5	1	-1	-4
SUMO1-SIM PPI	2	-20	-6	1	-8	-15	-8	-24
DNMT1 inh	-11	3	8	6	-2	-5	4	-3
MsrA inh	-0.9	0.6	-0.4	0.4	-0.2	1.9	2.3	-1.0
STEP inh	1	-2	-2	3	1	0	3	-1
Scp-1 inhibitor	-7	-12	7	-5	1	2	-13	.
TbMetRS inhib	0.2	.	0.3	-0.2	0.2	-0.2	0.7	-0.2
E coli Lon inh	-12	.	-11	-3	-12	-16	-1	-8
LMPTP block	1.6	-1.9	-1.5	-2.8	-0.1	1.2	-1.0	-1.6
bovine MsrA act	-2	.	-4	-2	-1	-1	-6	0

High-throughput results from PubChem.
